Screening data (PubChem)
TrxR1 inh – inhibitors of rat thioredoxin reductase 1; AID 588453; 390,000 compounds, 1% hits; recombinant rTrxR1, NADPH fluorescence consumption, selenite substrate; Potency, µM (top dose mostly 114 µM), for the others: at the highest dose activity change, negative = inhibition, most hits filed as inhibitors; O89049; note: potency is the fitted concentration of half-maximal effect; % is set by controls: 0 for no effect and ±100 for the full control effect; nearly all actives have a fitted effect of over 65% in size
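Rat TrxR1 (90 nM in the dispensed reagent) was pre-reduced with 400 uM NADPH for 5 min at room temperature, then incubated with compound for 15 min. After 400 uM selenite was added, NADPH fluorescence (Ex 340/Em 450 nm) was followed for 8 min.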
D2 ag – activates the human D2 dopamine receptor; P14416; HEK293 T-REx D2 cells, calcium flux agonist mode; activation, % at 2 µM; 340,000 compounds, 0.53% hits;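 active = activation over 3 SD above normal in the single-dose calcium agonist read, cut at about 30% in these data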; note: 0% is about no effect
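Tetracycline-induced HEK293 T-REx cells with force-coupled D2 receptor, plated overnight at 30 C, loaded with no-wash calcium dye. After a 10 s baseline, compound was pin-added and calcium flux read kinetically for 180 s; calcium rises flagged agonists.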
USP1 inh – blocks the human USP1/UAF1 deubiquitinase complex | O94782 | recombinant USP1/UAF1, Ub-Rhodamine cleavage fluorescence | Potency, µM (highest dose often 57.1 µM), without a hit: top-dose activity change, negative = inhibition, actives largely listed as inhibitors | 390,000 compounds, 0.23% hits | AID 743255; note: potency is the fitted concentration of half-maximal effect; % is set by controls: 0 for no effect and ±100 for the full control effect; nearly all actives have a fitted effect of over 60% in size; inactives centre near -12
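USP1/UAF1 complex (1 nM) preincubated 15 min at room temperature with compound, then Ub-Rho substrate (150 nM final) added. Kinetic fluorescence at 480/540 nm over 6 reads at 60 s intervals; 50 mM HEPES pH 7.8, 0.5 mM EDTA, 0.1 mg/ml BSA, 1 mM TCEP, 0.01% Tween-20.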
mIDH1 inhibitor – blocks human mutant IDH1 R132H enzyme. O75874. IDH1-R132H enzyme, NADPH consumption, diaphorase/resazurin fluorescence. Potency, µM (series often up to 76.6 µM), inactives show top-dose activity change, negative = inhibition, most hits filed as inhibitors. 390,000 compounds, 0.093% hits. AID 602179; note: potency is the fitted concentration of half-maximal effect; % is set by controls: 0 for no effect and ±100 for the full control effect; nearly all actives have a fitted effect of over 65% in size
Target sequence (O75874 whole entry R132H, stated change not applied): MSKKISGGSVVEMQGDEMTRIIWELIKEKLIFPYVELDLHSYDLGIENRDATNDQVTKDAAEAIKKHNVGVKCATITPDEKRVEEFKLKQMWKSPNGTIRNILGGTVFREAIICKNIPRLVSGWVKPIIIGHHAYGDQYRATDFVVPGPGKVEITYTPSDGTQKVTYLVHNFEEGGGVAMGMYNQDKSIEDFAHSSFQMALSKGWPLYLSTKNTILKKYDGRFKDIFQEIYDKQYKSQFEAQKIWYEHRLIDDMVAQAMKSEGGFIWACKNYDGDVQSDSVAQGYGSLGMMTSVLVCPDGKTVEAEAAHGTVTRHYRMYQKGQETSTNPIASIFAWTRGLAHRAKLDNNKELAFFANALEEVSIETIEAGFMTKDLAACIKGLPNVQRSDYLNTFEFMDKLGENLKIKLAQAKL
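IDH1-R132H (0.5 ug/mL) preincubated 30 min with compound, then NADPH (0.016 mM) and alpha-KG (2 mM) added; 80 min at RT, pH 7.5. Remaining NADPH coupled via diaphorase/resazurin to fluorescence (540/590 nm); concentration-response curves normalized to no-enzyme control.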
D2 antagonist – antagonizes the human D2 dopamine receptor; HEK293 TREx D2 cells, calcium flux, dopamine EC80; inhibition, % at 10 µM; AID 485344; P14416; 340,000 compounds, 2% hits; in the data active = inhibition above about 30%; note: 0% is about no effect
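Tetracycline-induced HEK293 TREx cells expressing D2 receptor forced-coupled to calcium signalling, loaded with no-wash calcium dye. Compounds added and calcium flux read 180 s, then dopamine added at EC80 and read a further 180 s.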
TrxR1 substrate – rat thioredoxin reductase 1 substrate activity | O89049 | purified TrxR1 substrate turnover, NADPH consumption readout | Potency, µM (highest dose often 114 µM), for inactives: at the top dose activity change, negative = substrate turnover | 390,000 compounds, 0.01% hits; note: potency is the fitted concentration of half-maximal effect; % is set by controls: 0 for no effect and ±100 for the full control effect; nearly all actives have a fitted effect of over 50% in size
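Rat TrxR1, dispensed at 90 nM, was prereduced with 400 uM NADPH (final) for 5 min at ~22 deg C, then incubated with compound 15 min before 400 uM selenite. A first-read NADPH fluorescence drop versus no-compound background flagged substrates.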
TRHR PAM – allosterically enhances the human TRH receptor. P34981. TRHR cells, fluo-8 calcium fluorescence, EC20 TRH enhancement. enhancement, % at 2 µM. 360,000 compounds, 0.66% hits. AID 493056; in the data active = enhancement above about 30%; note: 0% is about no effect
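TRHR-expressing cells loaded with fluo-8 calcium dye were read kinetically (ex 480/em 530) during compound addition, then stimulated with an EC20 of TRH (10 nM final). Enhancement of the Gq-mediated intracellular calcium response was scored.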
PI4K2A block – PI4K2A (human) kinase inhibition | Q9BTU6 | 420,000 compounds, 0.13% hits | activity change, negative = inhibition, % at 76.9 µM | purified PI4K2A, ADP-Glo luminescence, 1 h; active compounds read low; in the data active = activity change below about -50%; inconclusive = mostly about -30% to -49%;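 note: -100% = wells without enzyme as full effect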
Target sequence (Q9BTU6 whole entry, looked up): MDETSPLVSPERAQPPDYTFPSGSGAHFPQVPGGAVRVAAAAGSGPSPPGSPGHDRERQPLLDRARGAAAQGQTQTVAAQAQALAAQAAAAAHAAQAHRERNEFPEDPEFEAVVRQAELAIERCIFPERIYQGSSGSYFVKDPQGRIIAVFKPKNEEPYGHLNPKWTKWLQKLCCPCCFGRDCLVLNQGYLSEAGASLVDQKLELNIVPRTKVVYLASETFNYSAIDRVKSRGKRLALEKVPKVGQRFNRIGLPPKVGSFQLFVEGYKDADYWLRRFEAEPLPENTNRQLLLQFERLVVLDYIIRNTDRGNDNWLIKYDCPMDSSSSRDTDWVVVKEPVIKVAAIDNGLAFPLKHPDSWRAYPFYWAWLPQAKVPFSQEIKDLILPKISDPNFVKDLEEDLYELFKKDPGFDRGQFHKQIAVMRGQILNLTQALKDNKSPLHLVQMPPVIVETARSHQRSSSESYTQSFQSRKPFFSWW
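ADP-Glo luminescence measured ADP generated by PI4K2A enzyme (4 ug/mL before mixing) with 1.2 mM PI substrate (pre-mix) and 300 microM ATP (pre-mix). Tris pH7.5 buffer with MgCl2, Triton X-100; 1 h reaction at ambient temperature.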
TRHR ag – TRH receptor (human) agonism; P34981; 360,000 compounds, 0.18% hits; TRHR cells, calcium flux fluo-8, FDSS agonist mode; activation, % at 2 µM; in the data active = activation above about 30%; note: 0% is about no effect
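TRHR-expressing cells, plated overnight in medium with 10% serum, were loaded with fluo-8 calcium dye at room temperature. After a 10 s baseline, library compound was pin-added and calcium release was recorded kinetically (ex 480/em 530) as agonist response.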
Starred values were filed as active, the others as inactive; ? = inconclusive; / = no result given; & = joins results of further samples; [ ] = remark or other dose. Unless noted, calls come from the whole dose curve; as a rule, active = well fitted inhibition curve with a large enough effect; inconclusive = small, poorly fitted or top-dose-only effect; inactive = no such curve, though single readings can be large or run the other way. An unsorted share of the library; about 3.9% have a hit in one of these screens.

SMILES	TrxR1 inh	D2 ag	USP1 inh	mIDH1 inhibitor	D2 antagonist	TrxR1 substrate	TRHR PAM	PI4K2A block	TRHR ag
COc1ccc(C(=O)/C=C/c2cc(OC)c(O)c(OC)c2)c(F)c1	?	25.5	-18.6%	5.6%	33.3*	-19.7%	6.2	-8.4	-2.4
COc1ccc(-n2nc(C)c3sc(C)nc3c2=O)cc1	5.6%[57.1 µM]	0.4	-16.6%	-10.6%	2.2	1.9%	-0.5	-0.3	-0.2
CCC(=O)Nc1cccc(OCc2cc(=O)n3cc(C)ccc3n2)c1	10.0%[57.1 µM]	0.1	-26.0%	-9.5%	/	-0.6%[57.1 µM]	0.1	-10.6	0.3
O=C(Nc1ccc2c(c1)CCC2)c1ccc(F)cc1	-1.5%	-1.9	-17.5%	8.6%	-2.9	-2.9%	5.9	-6.1	-1.1
CC/C(=N\NC(=O)c1c(C)nc2ccccn12)c1ccc(Cl)cc1	9.0%	-1.0	-6.6%	2.0%	-30.9	-5.0%	5.5	2.2	-1.8
CC(C)(C)NCC(=Cc1ccccc1)C(=O)c1ccccc1	10.8%[11.4 µM]	/	-14.4%	3.4%	/	8.2%[11.4 µM]	/	7.9	/
CCOC(=O)N1CCC2(CC1)C(C#N)=C(N)OC1=C2C(=O)CC(C)(C)C1	-3.7%	/	-19.8%	2.3%	/	2.2%	-2.6	-10.1	1.1
CC(=NCC1CCCO1)C1=C(O)CC(C)(C)CC1=O (stereo unspecified)	-5.1%	0.7	-5.7%	0.2%	12.8	-8.8%	-0.9	2.5	0.2
Clc1ccc(CN2CCSCC2)cc1Cl	20.4%	0.7	-21.7%	5.9%	-9.2	9.8%	-6.1	7.9	-2.1
Cc1c(Cl)cccc1NC(=O)NC1CCCCC1	-2.8%	-0.2	-10.2%	4.8%	14.7	-2.6%	-0.7	0.9	-0.2
CCC(=O)N1CCc2cc(Br)cc(S(=O)(=O)N3CCN(C(=O)c4ccco4)CC3)c21	-8.3%[57.1 µM]	0.4	-7.4%	-8.5%	-7.1	7.7%[57.1 µM]	1.4	3.3	0.2
NC(=O)c1nn(-c2cccc(Cl)c2)c(=O)cc1O	19.0%	-0.3	-12.2%	0.8%	-21.0	7.4%	8.4	0.7	-0.5
CC(C)NC(=O)N(C)C[C@H]1Oc2ccc(NS(=O)(=O)c3ccc(Cl)cc3)cc2CC(=O)N([C@@H](C)CO)C[C@@H]1C	16.4%	/	10.6%	6.1%	/	5.7%	/	5.0	/
O=C(NCc1cc(Br)cc(Br)c1OC(=O)c1ccccc1[N+](=O)[O-])c1ccccc1	-5.5%	-0.9	-18.7%	1.8%	6.7	-1.0%	-2.4	4.8	-0.4
CC(C)(C)NC(=O)NC(=O)CSc1ncn[nH]1	-16.3%[57.1 µM]	0.3	-4.4%	4.1%	8.0	-15.3%[57.1 µM]	-1.8	-1.8	0.1
CC(=O)c1cccc(NC(=O)Nc2cnn(Cc3ccc(F)cc3)c2)c1	/	0.3	/	/	11.4	/	18.7	/	0.3
CN(C(=O)C1CCOC1)c1nnc(-c2ccncc2)s1 (stereo unspecified)	-5.4%	0.5	4.5%	-4.8%	-5.6	10.7%	-7.0	-1.0	0.2
CCOC(=O)C1=CNS(=O)(=O)NC1c1ccc(C(=O)OC)cc1 (stereo unspecified)	26.9%	/	-18.2%	-4.5%[38.3 µM]	/	6.0%	/	-2.0	/
[O-]c1n[n+](-c2ccc(Cl)cc2)cc2ccccc12	24.7%[57.1 µM]	0.6	-20.3%	-0.8%	-13.6	5.2%[57.1 µM]	-3.7	1.0	0.3
Cc1cccc(NC(=O)/C(=C/c2cccc([N+](=O)[O-])c2)NC(=O)c2cccs2)c1	-1.9%	0.4	-18.4%	7.0%	17.1	-1.9%	-4.2	-1.1	-0.9
COc1cccc(CNC(=O)CCC2CCCN(C(=O)c3cc(C4CC4)[nH]n3)C2)c1 (stereo unspecified)	19.9%	0.3	-16.7%	13.4%	63.0*	4.9%	1.6	1.4	-0.1
O=C(O)/C=C/S(=O)(=O)c1ccc2ccccc2c1	11.2µM*	0.5	-21.8%	-3.1%	-3.6	7.5%	-5.5	-3.3	0.1
O=C(CSc1nc2ccccc2c(=O)n1-c1ccccc1)N/N=C/C=C/c1ccccc1[N+](=O)[O-]	16.9%	/	-13.1%	0.0%	/	-6.9%	-4.1	1.7	1.0
Cc1ccc(N(CC(=O)NCc2ccc3c(c2)OCO3)C(=O)c2csnn2)cc1	19.7%	-0.6	-16.1%	2.2%	2.8	4.4%	2.4	-1.5	-0.3
CCOC(=O)c1cc(C(=O)Nc2sc3c(c2C#N)CCCC3)nn1C	13.8%	-0.3	-22.6%	2.2%	5.8	13.5%	-0.6	-2.2	0.4

Complete entries, quoted from the list.
Results for `O=C(CSc1nc2ccccc2c(=O)n1-c1ccccc1)N/N=C/C=C/c1ccccc1[N+](=O)[O-]` : TrxR1 inh = 16.9%; D2 ag = /; USP1 inh = -13.1%; mIDH1 inhibitor = 0.0%; D2 antagonist = /; TrxR1 substrate = -6.9%; TRHR PAM = -4.1; PI4K2A block = 1.7; TRHR ag = 1.0
Results for `CC(=NCC1CCCO1)C1=C(O)CC(C)(C)CC1=O` (stereo unspecified) : TrxR1 inh = -5.1%; D2 ag = 0.7; USP1 inh = -5.7%; mIDH1 inhibitor = 0.2%; D2 antagonist = 12.8; TrxR1 substrate = -8.8%; TRHR PAM = -0.9; PI4K2A block = 2.5; TRHR ag = 0.2

The list continues:
SMILES	TrxR1 inh	D2 ag	USP1 inh	mIDH1 inhibitor	D2 antagonist	TrxR1 substrate	TRHR PAM	PI4K2A block	TRHR ag
CCOc1cc(C(C(=O)NCC2CCCO2)N(C(=O)Cn2nnc3ccccc32)c2ccc(C(C)=O)cc2)ccc1O (stereo unspecified)	-27.0%	9.2	-8.4%	7.2%	-3.5	-14.1%[57.1 µM]	0.4	5.2	0.5
COc1c(Cl)cc(C(=O)NCc2ccco2)cc1Cl	25.6%	0.0	-11.9%	-0.6%	1.6	6.2%	-3.2	0.3	-1.7
O=C(Cc1ccc(-n2c(=O)c3ccccc3n(Cc3ccc(F)cc3)c2=O)cc1)NCC1CCCO1 (stereo unspecified)	-4.3%	0.8	-17.4%	6.5%	-3.4	5.2%	-8.3	2.0	0.1
COc1ccccc1NC(=O)CCCN1C(=O)C(c2ccccc2)Oc2cccnc21 (stereo unspecified)	23.9%	0.2	-22.4%	7.3%	-6.5	4.4%	2.7	0.5	-2.1
CCCCCC(=O)Nc1cccc(C2=NOC3(C2)C[C@H](C(N)=O)N(C(=O)c2ccccc2C(=O)c2ccccc2)C3)c1 (stereo partly specified)	11.1%	0.4	-23.9%	-0.7%	9.5	6.6%	-9.2	0.1	0.1
COc1cc(O)c(NC(C)=O)c2nonc12	-0.7%	0.7	?	20.1%	-6.3	-21.5%	-0.3	-28.3	0.7
CCOCCCNC(=O)C(c1ccc(OC)cc1)N(Cc1cccs1)C(=O)CNC(C)=O (stereo unspecified)	24.6%[57.1 µM]	0.9&-0.4	?	-6.0%&1.0%	9.5	6.4%[57.1 µM]	1.2&-2.8	2.2&-3.0	0.1&-0.2
O=C1CC(N2CCOCC2)C(=O)N1Cc1ccc(N2CCCC2=O)cc1 (stereo unspecified)	7.0%[57.1 µM]	1.0	-17.8%	6.2%	17.5	5.0%[57.1 µM]	0.1	4.0	0.4
Cc1ccc(Cl)cc1N1CCN(C(=O)c2ccc(CS(=O)(=O)c3ccccc3C)o2)CC1	24.5%	-1.3	-10.4%	0.0%	/	3.8%	-10.3	0.4	-0.1
Cc1cc([N+](=O)[O-])nn1Cc1ccc(C(=O)N/N=C/c2ccc(N(C)C)cc2)cc1	6.0%[57.1 µM]	/	-8.4%	2.7%	/	3.6%[57.1 µM]	-1.2	2.7	-1.1
CN(C)c1ccnc2sc(C(=O)c3ccc(Br)cc3)c(N)c12	13.1%[57.1 µM]	-1.4	-24.7%	4.4%	-8.6	10.0%[57.1 µM]	9.6	1.3	-0.9
N#Cc1ccc(OCC(=O)NCCCn2ccnc2)cc1	20.8%[57.1 µM]	/	6.5%	-2.8%	/	11.3%[57.1 µM]	/	2.3	/
CCOC(=O)c1sc(NC(=O)CSc2nnnn2-c2ccccc2)c(C(=O)OCC)c1C	23.7%	0.9	-1.3%	0.7%	-3.5	-4.3%	-0.6	-14.7	0.5
CC(CNC(=O)Cn1c(-c2cccs2)cc2cc(Cl)ccc21)c1ccccc1 (stereo unspecified)	37.1%[activator]	1.0	0.6%	-14.6%	/	50.3%[activator]	-9.4	-1.9	0.9
CC(C)=CCc1c([C@@H]2CCc3ccc(O)cc3O2)cc2c(c1O)OC(C)(C)C=C2	-10.2%	/	-14.5%	-5.7%	/	-2.9%	/	1.5	/
COCCn1c(SCC(=O)Nc2ccc(NC(C)=O)cc2)nc2c([nH]c3ccccc32)c1=O	-0.8%	0.8	-13.5%	-0.9%	-12.1	4.0%	2.6	1.2	0.7
O=C(NCc1ccccn1)C(C(=O)c1ccc(F)cc1)n1ccccc1=O (stereo unspecified)	9.5%	0.7	-10.0%	0.0%	-13.2	-1.7%	-3.3	3.2	0.4
Cc1cc(C)nc(/N=C(\N)Nc2ccc(-c3ccccc3)cc2)n1	4.2%[57.1 µM]	19.3	-10.3%	-2.8%	6.6	10.0%[57.1 µM]	-8.8	7.8	5.3
Clc1ccc(C=Cc2ccccn2)c(Cl)c1	17.4%[57.1 µM]	/	?	13.3%	/	7.7%[57.1 µM]	/	-2.4	/
